Screening results from PubChem.
AID2073 – disruptors of CaV2.2 binding to Mint1 – biochemical, HTRF (AID 2073) | inhibition, % at 20 µM; hits with a dose series show IC50 in µM | 290,000 tested, 0.19% active | HTRF protein-protein interaction, Mint1-CaV2.2; higher % means a stronger effect; in the data active = inhibition mostly above about 51%, no sharp cut-off; inconclusive = no clear call, values can overlap the other calls; inactive = mostly below about 53%; also: some results filed as inactive read as strong as hits
SV40 large T antigen – TAg ATPase/helicase activity blockers – biochemical (AID 1903) | SV40 large T antigen ATPase/helicase inhibition assay; higher % means a stronger effect | inhibition, % at 20 µM, or IC50 in µM where a hit was titrated | 310,000 tested, 0.39% active; in the data active = a potency from the dose series; inconclusive = inhibition mostly from about 32% at the one dose, without a potency; inactive = the rest, 99 in 100 with inhibition below about 32%; also: strong numbers were not always called active
MgcRacGAP inhibition – MgcRacGAP GTPase-activating activity inhibitors, confirmation, biochemical, ADP Hunter fluorescence | MgcRacGAP-stimulated Rac1 GTP hydrolysis, ADP Hunter fluorescence; higher % means a stronger effect; GST-tagged Rac1 F28L mutant substrate | AID 624330 | 340,000 tested, 0.6% active | inhibition, % at 30 µM; hits with a dose series show IC50 in µM;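 active = first-screen hits whose inhibition reached a set limit at any dose in the follow-up dose series; inconclusive = inhibition above the set first-screen limit but never retested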;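 also: fluorescence reports GDP produced by GAP-driven GTP hydrolysis; strong numbers were not always called active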
NS5 inhibitors – flavivirus cap methylation enzyme inhibition – biochemical, confirmation dose response, primary screen (AID 588689); Dengue-2 NS5 methyltransferase capping enzyme assay, biochemical; higher % means a stronger effect; inhibition, % at 25 µM; hits with a dose series show IC50 in µM; 340,000 tested, 0.3% active; in the data active = a potency from the dose series; inconclusive = inhibition above about 29% without an active follow-up result
GPR55 activation – GPR55 agonists via beta-arrestin recruitment, primary screen, imaging, U2OS cells, beta-arrestin-GFP redistribution (AID 1961); 290,000 tested, 0.048% active; U2OS GPR55 beta-arrestin-GFP redistribution imaging; higher % means a stronger effect; activation, % at 10 µM, or EC50 in µM where a hit was titrated;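 active = activation above 40% with more than 50 cells counted in the well; inconclusive = wells holding fewer than 50 cells, flagged as toxic or sparse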;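 also: U2OS osteosarcoma cells stably expressing GPR55 and beta-arrestin-GFP; plate controls were DMSO negative control for no effect and LPI positive control for full effect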
NTR1 ag – agonists of NTR1, primary screen, imaging, U2OS cells, beta-arrestin-GFP, high content (AID 493036) | P30989 | activation, % at 20 µM | NTR1-U2OS beta-arrestin-GFP spot imaging, agonist mode | 330,000 tested, 0.17% active;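 active = activation at or above 40% of the spot to cytoplasm intensity ratio, with at least 20 cells analyzed; inconclusive = wells under 20 cells, flagged as cytotoxic or low count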;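 also: 0% = DMSO without peptide and 100% = 100 nM NTR1 peptide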
Target sequence (P30989 whole entry, looked up): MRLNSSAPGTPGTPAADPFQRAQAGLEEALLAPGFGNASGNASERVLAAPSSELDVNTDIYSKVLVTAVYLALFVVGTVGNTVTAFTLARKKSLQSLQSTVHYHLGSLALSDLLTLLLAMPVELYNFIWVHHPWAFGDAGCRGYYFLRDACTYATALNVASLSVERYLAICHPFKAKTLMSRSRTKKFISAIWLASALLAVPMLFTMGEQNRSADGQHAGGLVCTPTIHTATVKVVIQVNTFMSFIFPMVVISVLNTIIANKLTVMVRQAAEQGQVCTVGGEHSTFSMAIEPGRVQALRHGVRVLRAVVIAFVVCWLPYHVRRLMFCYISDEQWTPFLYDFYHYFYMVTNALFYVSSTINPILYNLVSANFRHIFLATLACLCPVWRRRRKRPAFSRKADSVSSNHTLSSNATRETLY
GPR35 arrestin U2OS – GPR35 antagonists blocking zaprinast-driven arrestin recruitment, primary screen, imaging, U2OS, beta-arrestin-GFP, zaprinast agonist (AID 2058); U2OS GPR35 beta-arrestin-GFP translocation imaging, zaprinast antagonism; higher % means a stronger effect; inhibition, % at 10 µM; hits with a dose series show IC50 in µM; 290,000 tested, 0.052% active;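 active = inhibition of at least 50% with at least 30 cells and total cytoplasm GFP at most 10,000,000; inconclusive = under 30 cells or total GFP of 10,000,000 plus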
GPR55 LPI antagonism – GPR55 antagonists blocking LPI-driven arrestin recruitment, primary screen, imaging, U2OS, beta-arrestin-GFP, LPI agonist (AID 2013). inhibition, % at 10 µM, or IC50 in µM where a hit was titrated. U2OS GPR55 beta-arrestin-GFP translocation imaging, LPI antagonism; higher % means a stronger effect. 290,000 tested, 0.13% active;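 active = spots per cell inhibited over 60%, with over 100 cells counted and total cytoplasm intensity under 500,000; inconclusive = wells with under 100 cells, flagged as likely toxic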;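 also: U2OS cells stably carrying GPR55 and arrestin-GFP stimulated by 5 µM LPI near EC80; imaged beta-arrestin-GFP aggregate spots per cell after agonist stimulation; plate controls were LPI-stimulated DMSO wells for no effect and DMSO wells without LPI for full effect; some results filed as inactive read as strong as hits; confirmed hits need IC50 under 10 µM and bright autofluorescent wells are also inconclusive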
Yfh1-off respiration – mitochondrial function rescue without frataxin homolog – Friedreich's ataxia, plus single-dose screen, dose response (AID 1465); S. cerevisiae Yfh1-off respiration, WST-1 reduction, 72 h; higher fold induction means a stronger effect; 220,000 tested, 0.074% active; one-dose fold induction at 50 µM; EC50 in µM for titrated hits;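 active = fold induction of absorbance versus untreated yeast above a set limit, then at least 30% activation at any dose in follow-up; inconclusive = repeats straddling the limit, or above it without dose testing; inactive = fold induction below the set limit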;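 also: activators that raise dye reduction in frataxin-depleted yeast; strong numbers were not always called active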
NTR1 ag cell count 20 µM – further read-out of NTR1 ag, marked with its call; cell count; measured here: cell count, cytotoxicity flag
NS5 inhibitors pilot replicate – second read-out of NS5 inhibitors, no call of its own (marks repeat the call); inhibition, %; measured here: pilot screen replicate inhibition
An asterisk follows results filed as active; i = inactive; ? = inconclusive; . = no result given.

SMILES | AID2073 | SV40 large T antigen | MgcRacGAP inhibition | NS5 inhibitors | GPR55 activation | NTR1 ag | NTR1 ag cell count 20 µM | GPR35 arrestin U2OS | GPR55 LPI antagonism | Yfh1-off respiration | others
COc1ccc(F)c(CN2CCCC(CNS(=O)(=O)c3cccc4cccnc34)C2)c1 (stereo not drawn) | 12% | 18% | 5% | -7% | -0.2% | 0.0 | 61 | -6% | 10% | .
Cc1ccc(CN2CCc3[nH]c(=S)[nH]c(=O)c3C2)cc1 | -7% | 18% | -34% | 20% | -0.2% | -1.2 | 62 | 15% | 8% | .
Cc1ccc(/C=N\n2c(-c3ccccc3)n[nH]c2=S)s1 | -30% | 14% | 13% | -8% | 0.3% | 1.7 | 48 | -7% | 8% | i
O=c1c(OC2OC(CO)C(O)C(O)C2O)c(-c2ccc(O)c(O)c2)oc2cc(O)cc(O)c12 (stereo not drawn) | -9% | 2.1µM* | 25% | 6% | -0.2% | -1.3 | 86 | -3% | 4% | i
CN(C)/C=N/c1[nH]ncc1C#N | -1% | 7% | . | . | 0.2% | 1.0 | 47 | 1% | -2% | i
CCOCCCNS(=O)(=O)Cc1ccccc1 | 2% | -1% | 5% | -11% | 0.1% | -1.8 | 83 | -18% | 5% | i | NS5 inhibitors pilot replicate=-5.8
Cc1ccc(C(=O)Oc2cc(C)n(C)c(=O)c2)cc1 | -1% | 7% | 18% | -8% | 0.0% | 1.2 | 42 | -1% | -9% | i
CCOC(=O)c1cc(-c2ccc(C)cc2)n(CCC(=O)NCCCOC)c1C | 7% | 4% | 7% | -9% | -0.1% | -1.6 | 98 | -5% | 7% | i
CC(CN1CCOCC1)OC(=O)c1cccs1 (stereo not drawn) | -2% | -2% | 4% | -10% | -0.2% | 1.0 | 54 | 2% | 5% | i
Cc1ccc(C(=O)NC(=S)Nc2ccc(N3CCOCC3)cc2)cc1C | -5% | ? | 3% | -15% | -0.1% | 5.6 | 68 | -27% | 5% | i
CCOC(=O)CNC(=O)c1ccccc1 | -7% | 3% | 3% | 10% | -0.1% | 0.0 | 41 | 11% | 15% | i
COc1ccc2c(c1)-c1nc(NC(=O)c3ccco3)sc1CC2 | -3% | 8% | 9% | 6% | -0.2% | 8.2 | 46 | 2% | 4% | i
CCc1ccc(NC(=O)C(C)Nc2ccc(S(=O)(=O)NC(C)=O)cc2)cc1 (stereo not drawn) | -2% | 9% | 2% | -2% | -0.2% | -0.3 | 29 | 27% | -3% | i
O=C(NCC1CCCO1)c1ccc(CS(=O)(=O)c2ccc(Br)cc2)o1 (stereo not drawn) | -3% | 0% | -11% | 5% | 0.2% | -0.5 | 45 | -3% | -1% | i
CC1(C)CC(=O)C=C(Nc2cccc(F)c2)C1 | 49% | 7% | 10% | -4% | -0.1% | 0.3 | 67 | 6% | -2% | .
CC(Oc1ccc(Cl)cc1)C(=O)Nc1ccccc1C(=O)N1CCOCC1 (stereo not drawn) | 1% | 13% | 9% | -2% | -0.1% | -0.4 | 55 | 4% | 20% | .
COc1cccc(CC(NC(C)=O)C(=O)NC2CCN(C(=O)Nc3ccc(C)cc3)CC2)c1 (stereo not drawn) | 35% | . | 5% | 3% | 0.2% | -0.6 | 50 | 8% | 6% | .
CC(C)Nc1nc(Cl)nc(NNC(=O)C(C)Oc2ccccc2)n1 (stereo not drawn) | 9% | -1% | 7% | -8% | 0.3% | 1.1 | 55 | 3% | 19% | i
CC1(C)Cc2ccccc2C(COc2ccccc2)=N1 | -9% | -2% | 0% | -11% | -0.2% | 1.3 | 53 | -9% | -8% | .
CCc1nnc(NS(=O)(=O)c2ccc(NC(=O)c3ccccc3C)cc2)s1 | -10% | 13% | 4% | 2% | 0.1% | 0.9 | 59 | -13% | 7% | i
Cc1ccc(S(=O)(=O)NCc2csc(C)n2)c(C)c1 | 5% | 21% | 9% | -5% | 0.0% | -0.9 | 54 | -10% | 13% | i
CCCCCCCC1(C)NC(=O)NC1=O (stereo not drawn) | 1% | 12% | 2% | 2% | 1.4% | -1.4 | 58 | -2% | -1% | i
CCN(CC)CCN1C(=O)C(=O)/C(=C(/O)c2c(C)[nH]c(C(=O)OC)c2C)C1c1cccnc1 (stereo not drawn) | 2% | -10% | 6% | 6% | -0.3% | -0.2 | 85 | -7% | 2% | i
O=c1c2ccccc2nc(CSc2ncnc3nc[nH]c23)n1-c1cccc(C(F)(F)F)c1 | 3% | -2% | 17% | -1% | -0.2% | 0.8 | 52 | -9% | 5% | i
CC(C)(C)c1ccc(CCC2OCC(C[N+]3(C)CCOCC3)O2)cc1 (stereo not drawn) | 1% | 29% | . | . | 0.3% | 0.0 | 51 | 12% | 8% | i
COc1cc(/C=N/NC(=O)c2cc(-c3ccc4c(c3)OCO4)n[nH]2)ccc1O | 7% | 29% | 10% | -8% | -0.2% | -0.4 | 79 | 0% | -6% | i
CC(Sc1nc2ccccc2c(=O)n1CC1CCCO1)C(=O)NC(C)c1ccccc1 (stereo not drawn) | . | 8% | 4% | 1% | . | 1.0 | 65 | . | . | .
Cn1cnnc1SCC(=O)N(Cc1ccc2c(c1)OCO2)C1(C(=O)NC2CCCCC2)CCCC1 | -5% | 6% | 1% | -2% | 0.2% | 0.9 | 86 | 5% | 2% | i
Cc1ccccc1Nc1nnc(-c2ccc(C(=O)NCCO)cc2)c2ccccc12 | 5% | 11% | 7% | 2% | -0.2% | 1.1 | 92 | -12% | 0% | .
O=c1c(C=NCCN2CCNCC2)c(-c2ccccc2)[nH]n1-c1ccc([N+](=O)[O-])cc1 | 8% | 5% | . | . | -0.2% | 1.0 | 56 | 2% | 11% | i
COn1c(SCc2cccc(Cl)c2)nc2ccccc2c1=O | 2% | 1% | -7% | -9% | -0.1% | 5.3 | 90 | 16% | 12% | i | NS5 inhibitors pilot replicate=-7.0
Cc1cc2n(n1)C(c1ccccc1)CC(c1ccc(Br)cc1)=N2 (stereo not drawn) | 21% | 10% | 19% | 14% | 0.2% | . | . | 5% | 0% | i
CCOC(=O)c1nc(NCCc2ccccc2)sc1C | -4% | 7% | 5% | -9% | -0.2% | 4.7 | 46 | -9% | 7% | i
O=C(Nc1ccccc1Br)c1ccc2nccnc2c1 | -6% | 1% | 8% | -4% | . | -1.2 | 62 | 4% | 2% | .
COc1cc(S(=O)(=O)N2CCN(C)CC2)c(OC)cc1Cl | 0% | 5% | -2% | 2% | -0.1% | 0.5 | 94 | 6% | 3% | i
COCCn1c(C)cc(C(=O)Cn2nc(C(=O)O)c3ccccc3c2=O)c1C | 14% | 7% | 3% | -10% | -0.4% | -0.1 | 45 | -5% | 9% | i
COCCNC(=O)Cn1nc(-c2ccc(C)cc2)ccc1=O | 6% | 7% | 7% | -3% | 1.3% | -1.0 | 70 | -1% | 12% | .
O=C(O)CCCCCNc1nc(-c2ccccc2)nc2ccccc12 | 4% | 12% | 3% | -1% | -0.2% | 0.8 | 67 | 0% | 4% | .
CCOC(=O)c1nc(C)sc1-c1ccnn1S(=O)(=O)c1cccc(Cl)c1 | -21% | 5% | 12% | -8% | 0.2% | -0.6 | 49 | -16% | -22% | i
CCOc1ccc(C(C)=O)cc1COc1ccc(C)nc1[N+](=O)[O-] | 11% | 11% | 3% | -1% | 0.2% | 1.5 | 38 | 4% | 11% | .
Cc1ccc(/C(N)=N/OC(=O)CCCc2ccccc2)cc1 | 12% | 17% | 7% | -2% | -0.2% | 2.6 | 57 | -10% | -4% | .
Cc1nn(C(=O)Cn2cc([N+](=O)[O-])cn2)c(C)c1Cl | 2% | 6% | -7% | -1% | -0.3% | -0.4 | 68 | 5% | 12% | i
COC(=O)Cc1c(O)ccn(CCc2ccccc2)c1=O | -6% | 9% | 6% | -8% | 0.2% | 0.5 | 45 | 12% | -6% | i
Cc1ccc(N(C)S(=O)(=O)c2ccc(-c3cnc(C4CC4)o3)cc2)cc1 | -5% | 4% | -2% | 2% | 0.4% | 3.3 | 56 | 6% | -30% | .
CCOC(=O)c1nnc(-c2ccccc2)[nH]c1=O | -1% | -4% | -15% | -3% | 0.2% | 0.7 | 90 | -22% | 12% | i
Cc1ccc(S(=O)(=O)NC(=O)N2CCN(Cc3c(F)cccc3Cl)CC2)cc1 | -5% | 2% | 5% | -2% | -0.2% | -0.3 | 61 | 2% | 3% | i
O=C(Cc1cc(=O)[nH]c(=O)[nH]1)NCc1ccc(Cl)cc1 | -1% | -70% | 12% | -3% | -0.3% | 1.6 | 95 | -8% | 4% | .
O=C(NCC1CCCO1)c1c(O)c2c([nH]c1=O)CCCC2 (stereo not drawn) | -4% | 3% | 0% | 3% | -0.3% | 0.0 | 53 | 23% | -8% | i
COc1ccc(-c2c(C)oc3c(CN4CCN(C)CC4)c(O)ccc3c2=O)cc1 | 21% | 16% | -3% | -3% | 0.3% | 1.4 | 82 | -9% | -6% | i
CCOc1cc(N2CCOCC2)c(OCC)cc1NC(=O)COc1ncnc2ccccc12 | -2% | 6% | 5% | 3% | -0.2% | -0.1 | 76 | -12% | 8% | i | NS5 inhibitors pilot replicate=1.2

Carrying on.
SMILES | AID2073 | SV40 large T antigen | MgcRacGAP inhibition | NS5 inhibitors | GPR55 activation | NTR1 ag | NTR1 ag cell count 20 µM | GPR35 arrestin U2OS | GPR55 LPI antagonism | Yfh1-off respiration | others
Cc1cccc(NC(=O)c2cc(S(=O)(=O)N(C)c3ccc(F)cc3)ccc2Cl)n1 | . | 7% | 6% | 2% | . | 3.2 | 74 | . | . | .
O=c1c(/C=N\NS(=O)(=O)c2ccccc2)coc2ccc(Cl)cc12 | 6% | 1% | 6% | -3% | 0.0% | 2.5 | 70 | -14% | 1% | .
O=C(OCC(=O)C12CC3CC(CC(C3)C1)C2)c1cccnc1 | -4% | 2% | 6% | -4% | -0.1% | -0.9 | 32 | -7% | -7% | i
Cc1ccc(S(=O)(=O)N2CCN(C(=O)c3sccc3-c3ccccc3)CC2)cc1 | 8% | 15% | 6% | -1% | 0.0% | 3.1 | 61 | 7% | 11% | .
COc1ccccc1NC(=O)N(CCCN1CCOCC1)Cc1cc2cc3c(cc2[nH]c1=O)OCO3 | 0% | . | 5% | 2% | -0.3% | 0.5 | 53 | 7% | 1% | i
